Screening data deposited in PubChem by National Center for Advancing Translational Sciences (NCATS).
A549 tox – counter-screen for Nrf2 inhibitors: cytotoxicity in A549 cells. A549 ARE-Fluc cells, CellTiter-Fluor viability, 18-24 h. Potency, µM (highest dose often 46 µM), without a hit: at the top dose activity change, negative = cytotoxicity, usual class: inhibitors. hit rate 0.16% among 390,000. AID 504648; also: potency is read from the fitted curve at half-maximal effect; % is scaled to controls: 0 for no effect and ±100 for the full control effect
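A549 ARE_Fluc cells in 5% FBS OPTI-MEM were exposed to compounds in concentration-response for 18-24 h at 37 deg C. Viability was read by CellTiter-Fluor fluorescence (Ex 405/Em 525) after 30 min, before the luciferase read.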
HepG2 viability – HepG2 cytotoxicity, counter-screen for TGF-b inhibitors; AID 588856; HepG2 CAGA-GFP viability, ATP luminescence, 18 h; hit rate 0.76% among 410,000; Potency, µM (top dose mostly 46.1 µM), inactives show top-dose activity change, negative = cytotoxicity, most hits filed as cytotoxic; also: potency is read from the fitted curve at half-maximal effect; some results filed as inactive show a strong effect at the top dose
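HepG2 CAGA-GFP cells (1000/well, DMEM with 1% FBS) received compound, then TGF-beta at 500 pg/mL final, and were incubated 18 hours at 37 degrees C. Viability was read by CellTiter-Glo luminescence. Media-only wells were set as complete cell-killing and DMSO as no toxicity.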
Mm-Cpn inhibitor – blocks the Methanococcus maripaludis chaperonin Mm-Cpn | purified Mm-Cpn ATPase, ADP Transcreener TR-FRET | hit rate 0.031% among 330,000 | Potency, µM (highest dose often 76.9 µM), for the others: at the highest dose activity, negative = inhibition, usual class: inhibitors | AID 504842; also: potency is read from the fitted curve at half-maximal effect; % is scaled to controls: 0 for no effect and ±100 for the full control effect; nearly all actives have a fitted effect of over 80% in size
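Purified archaeal Mm-CPN (25nM final) preincubated 10 min at 37degC with compound, then 10uM ATP for 30 min at 37degC; ADP measured by HTRF Transcreener TR-FRET; buffer 30 mM TRIS pH 7.4, 100mM KCl, 5mM MgCl2, 1mM DTT.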
Akt phos inh – inhibitors of Akt phosphorylation | hit rate 0.32% among 360,000 | Neuro2A IGF-stimulated pAkt S473 HTRF, 20 min; hits give low values | activity change, % for hits at 50 µM; in the data active = activity change below about -80%; inconclusive = mostly about -51% to -80%; also: % is scaled to controls: 0 for no effect and ±100 for the full control effect
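Single-point screen (50 µM final compound) in Neuro2A cells stimulated 20 min with 6 nM IGF at 37 deg C. After lysis, Ser473-phosphorylated Akt read by HTRF (ex 330 nm, em 615/665 nm) as the 665/615 ratio.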
TGFb SMAD3 inh – blocks TGF-b signaling | HepG2 CAGA-GFP TGF-b/SMAD3 reporter, GFP fluorescence, 18 h; TGF-beta stimulated, 500 pg/mL final | Potency, µM (top dose mostly 46.1 µM), inactives show at the highest dose activity, negative = inhibition, actives largely listed as inhibitors | hit rate 1.2% among 410,000; also: potency is read from the fitted curve at half-maximal effect; % is scaled to controls: 0 for no effect and ±100 for the full control effect; nearly all actives have a fitted effect of over 65% in size
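Read-out: total well GFP (ex488/em500-530) summed from mean per-cell fluorescence. Cells: HEPG2 CAGA-GFP, 1% FBS DMEM, 18 h at 37 degrees C with 500 pg/mL final TGF-beta. Unstimulated wells served as the full-inhibition control; stimulated DMSO wells = 0%.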
CCT chaperon mod – cytosolic chaperonin activity modulation; activity change, % (concentration not given with the values), hits read low; purified chaperonin ATPase assay, HTRF ADP detection, 30 min; hit rate 0.3% among 360,000; AID 651819; in the data active = activity change below about -30%; also: % is scaled to controls: 0 for no effect and ±100 for the full control effect
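TRiC (40 or 20 nM final, by batch activity) in 30 mM Tris pH 7.4, 100 mM KCl, 5 mM MgCl2, 1 mM DTT was treated with compound at 76 uM single dose, then 10 uM ATP, 30 min at 37 °C. ADP was read by HTRF Transcreener.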
Nrf2 ARE act – activators of Nrf2 (ARE) signaling; AREc32 ARE-luciferase reporter (MCF7-derived line), luminescence, 24 h; Potency, µM (doses to about 46.1 µM), for inactives: top-dose activation, usual class: activators; hit rate 0.31% among 410,000; AID 624171; also: potency is read from the fitted curve at half-maximal effect; % of control where 0% means no effect; nearly all actives have a fitted effect of over 65% in size
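AREc32 cells carrying an ARE-driven firefly luciferase reporter were seeded at 1000 cells/well in OPTI-MEM with 5% FBS, then exposed to compound for 24 hr at 37 deg C. Luminescence was read with Steady-Glo after 30 min at RT.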
Abeta yeast res – A-beta toxicity reversal in yeast. Potency, µM (top dose mostly 46.1 µM), without a hit: at the top dose growth rescue, usual class: activators. hit rate 0.063% among 410,000. AID 1347071. yeast expressing A-beta42, growth rescue, OD600, 48 h; response scale: 0% DMSO, 100% iron-clioquinol control; also: potency is read from the fitted curve at half-maximal effect; nearly all actives have a fitted effect of over 55% in size
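Growth rescue measured by 600 nm absorbance after 48 h yeast culture at 30 C with compound. Values normalized between DMSO and an equimolar ferric chloride plus clioquinol control.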
Nrf2 block – blocks Nrf2 signaling. A549 ARE-Fluc reporter, luciferase luminescence, 18-24 h. Potency, µM (series often up to 46 µM), for inactives: at the top dose activity change, negative = inhibition, hits mostly inhibitors. hit rate 2.1% among 360,000. AID 504444; also: potency is read from the fitted curve at half-maximal effect; % is scaled to controls: 0 for no effect and ±100 for the full control effect; nearly all actives have a fitted effect of over 60% in size
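Concentration-response testing used A549 ARE_Fluc cells at 5000 cells/well. Following an 18-24 h compound incubation, viability was read by fluorescence (Ex 405/Em 525) and luciferase output by luminescence.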
The depositor's hits bear a star; i = inactive; ? = inconclusive; . = no result given; [ ] = dose if it differs, or a comment. Unless noted, calls follow the shape of the dose curve; as a rule, active = well fitted curve in the direction sought with a large enough effect; inconclusive = small, poorly fitted or top-dose-only effect, or another doubt; inactive = no such curve, though single readings can be large; an effect the other way counts as inactive or inconclusive.

1: CCc1cc2c(=O)c(-c3nc(C)cs3)coc2cc1O
2: Cc1cc(NS(=O)(=O)c2ccc(NC(=O)c3ccccc3F)cc2)no1
3: CCCN(CC(=O)Nc1cc(Cl)ccc1Cl)C(=O)c1ccccn1
4: CC1CC(=O)Nc2ccccc2N1C(=O)Cn1cnc2ccc(Br)cc2c1=O (stereo not drawn)
5: O=C(Nc1ccc(Cl)cc1)c1ccc(OCC2CCCO2)cc1 (stereo not drawn)
6: Cc1ccc(OCC(=O)OCC(=O)NC2CCCC2)cc1C
7: Cn1cc(C(=O)c2cccc(Cl)c2Cl)cc1C#N
8: CC(=O)NC(Cc1ccccc1)C(=O)NC1CCN(C(=O)NCc2ccccc2)CC1 (stereo not drawn)
entry no.	1	2	3	4	5	6	7	8
A549 tox	1%	-10%	2%	7%	-11%	10%	1%	-3%
TGFb SMAD3 inh	-19%	2%	-16%	17%	-8%	7%	0%	20%
Mm-Cpn inhibitor	-2%	0%	0%	-4%	-3%	-2%	-2%	-2%
CCT chaperon mod	-0.1	1.2	-0.1	1.1	-0.5	0.2	-2.1	-3.5
Abeta yeast res	0%	13%	-4%	-10%	-15%	-8%	23%	-11%
HepG2 viability	-66%	-1%	-2%	10%	-14%	12%	-120%	-6%
Nrf2 block	2%	?	-8%	4%	?	6%	-11%	15%
Nrf2 ARE act	?	-0.9%	2.8%	-0.4%	3.4%	-0.8%	0.0%	-0.5%
Akt phos inh	i	i	i	i	i	i	i	i

9: CCOc1ccc(CNC(=O)Cn2nc(N3CCN(c4ccccc4)CC3)ccc2=O)cc1
10: CCC[C@@H](CN1CCC[C@H]1CN1C(N)=NC[C@@H]1Cc1ccccc1)N1C[C@@H]([C@H](C)CC)N(CCc2ccc(Cl)c(Cl)c2)C1=N
11: O=C(N/N=C/c1cccnc1)c1cc2c(ccc3ccccc32)o1
12: COc1ccc(S(=O)(=O)N2CCCC(C(=O)N3CCN(c4ccccc4)CC3)C2)cc1Cl (stereo not drawn)
13: COc1cccc(-c2cc(C(F)(F)F)nc(-n3cc(Cl)cn3)n2)c1
14: CC(C)(C)c1ccc(NC(=O)CNC2CCCc3ccccc32)cc1 (stereo not drawn)
15: C#CC(=O)CCC1CCCN1C(=O)OC(C)(C)C (stereo not drawn)
16: O=C(c1ccc(Cl)cc1)N1CCCCC(Sc2nnc(-c3ccc4c(c3)OCO4)o2)C1=O (stereo not drawn)
entry no.	9	10	11	12	13	14	15	16
A549 tox	5%	3%	-3%	-1%	1%	5%	-5%	-14%
TGFb SMAD3 inh	-29%	-4%	2%	-15%	-3%	-11%	0%	5%
Mm-Cpn inhibitor	.	-1%	0%	0%	-12%	4%	0%	-1%
CCT chaperon mod	.	-1.3	0.1	-2.5	-0.3	1.9	-2.2	-1.2
Abeta yeast res	-7%	-16%	-8%	-23%	9%	-2%	3%	-13%
HepG2 viability	-2%	-24%	-24%	-18%	-5%	-21%	-10%	-30%
Nrf2 block	?	9%	?	-27%	10µM*	12%	1%	?
Nrf2 ARE act	1.9%	3.0%	-1.8%	1.2%	-0.2%	4.4%	5.5%	-1.7%
Akt phos inh	.	i	i	i	i	i	i	i

17: C/C(=N\NC(=O)c1nnn(-c2nonc2N)c1CN(C)c1ccccc1)c1cccc(O)c1
18: CC(=O)c1ccc(S(=O)(=O)N2CCN(C(=O)C3CCCC3)CC2)cc1
19: Cc1ccccc1NS(=O)(=O)c1nnc(NC(=O)c2ccccc2F)s1
20: CCOc1ccc(NC(=O)CN(C)C(=O)c2ccccc2SCC(=O)N2CCCC2)cc1OCC
21: O=C(O)c1ccc2c(c1)[C@@H]1C=CC[C@@H]1[C@H](c1ccccn1)N2
22: Cc1ccc(C(=O)c2cc3ccccc3o2)cc1[N+](=O)[O-]
23: COCCNC(=O)CN1CCC(NC(=O)c2ccco2)CC1
24: CC1CCN(c2oc(-c3ccccc3F)nc2C#N)CC1
entry no.	17	18	19	20	21	22	23	24
A549 tox	13%	1%	2%	0%	.	3%	-5%	6%
TGFb SMAD3 inh	5%	26%	5%	-14%	0%	17%	13%	-28%
Mm-Cpn inhibitor	-4%	-1%	2%	-6%	.	0%	0%	0%
CCT chaperon mod	1.2	-0.5	-0.8	-1.3	-5.6	0.9	-1.1	-2.7
Abeta yeast res	5%	-11%	5%	3%	-6%	-15%	-14%	-6%
HepG2 viability	-13%	-9%	-18%	10%	-27%	4%	-2%	-23%
Nrf2 block	9%	6%	1%	-9%	-1%	?	-3%	10%
Nrf2 ARE act	0.4%	2.3%	0.2%	0.3%	0.2%	7.9%	-0.2%	5.6%
Akt phos inh	i	i	i	i	i	i	i	i

25: COc1ccc(C(=O)OCC(=O)c2ccc[nH]2)c(OC)c1
26: O=C(CSc1nc2ccsc2c(=O)n1CC1CCC(C(=O)O)CC1)c1ccc(Cl)cc1 (stereo not drawn)
27: CCn1c(SCC(=O)Nc2ccccc2F)nnc1-c1ccoc1C
28: OCC1CCCCN1C(=S)NCc1ccco1 (stereo not drawn)
29: Cc1c(C(=O)N2CCC2(C)C(=O)O)oc2ccccc12 (stereo not drawn)
30: COc1ccc(C(=O)COC(=O)C(CCSC)NC(=O)COc2ccccc2)cc1 (stereo not drawn)
31: CCCCNC(=O)CN1C(=O)C(CC)Oc2ccc(Cl)cc21 (stereo not drawn)
32: COc1ccc(C(=O)Oc2ccc[nH]c2=O)cc1
entry no.	25	26	27	28	29	30	31	32
A549 tox	0%	-1%	3%	3%	.	-5%	1%[1.84 µM]	3%
TGFb SMAD3 inh	10%	1%	2%	-17%	20%	-3%	3%	-6%
Mm-Cpn inhibitor	2%	-5%	-2%	-3%	.	1%	2%	1%
CCT chaperon mod	-2.7	-1.6	0.0	-2.2	-2.5	-3.0	-3.0	-1.2
Abeta yeast res	-7%	5%	4%	7%	21%	11%	-36%	3%
HepG2 viability	5%	4%	4%	-8%	3%	-5%	-5%	-5%
Nrf2 block	?	?	-7%	4%	.	-16%	-13%	-40%
Nrf2 ARE act	3.2%	-0.3%	1.2%	-1.0%	0.4%[9.22 µM]	0.4%	-0.4%	0.1%
Akt phos inh	i	i	i	i	i	i	i	i

Whole records as entered above. Order of values: A549 tox, TGFb SMAD3 inh, Mm-Cpn inhibitor, CCT chaperon mod, Abeta yeast res, HepG2 viability, Nrf2 block, Nrf2 ARE act, Akt phos inh
`OCC1CCCCN1C(=S)NCc1ccco1` (stereo not drawn) is entered as 3%, -17%, -3%, -2.2, 7%, -8%, 4%, -1.0%, i
`CCn1c(SCC(=O)Nc2ccccc2F)nnc1-c1ccoc1C` is entered as 3%, 2%, -2%, 0.0, 4%, 4%, -7%, 1.2%, i
`O=C(CSc1nc2ccsc2c(=O)n1CC1CCC(C(=O)O)CC1)c1ccc(Cl)cc1` (stereo not drawn) is entered as -1%, 1%, -5%, -1.6, 5%, 4%, ?, -0.3%, i

Carrying on.
33: CC(C)(C)OC(=O)NCCc1nnc(SCc2cccc(Cl)c2)o1
34: Cc1ccc(SCC(=O)c2cc(C)c(O)c(C)c2)cc1
35: CCOc1ccccc1N(CC(=O)N1CCCCCC1)S(=O)(=O)c1ccc(C)cc1
36: Cc1ccc2c(c1)N(C(=O)N1CCC(C(=O)Nc3cccc(F)c3)CC1)CCO2
37: COc1ccc(Cl)cc1NC(=O)NCCCl
38: COC(=O)c1c(NC(=O)c2ccc(Br)s2)sc2c1CCC2
39: Cn1c2c(c(=O)n(C)c1=O)[C@@]1(C(=O)Nc3ccccc31)C(C#N)=C(N)O2
40: CC1CN(S(=O)(=O)c2ccc(NC(=O)c3cc(-c4ccccc4O)n[nH]3)cc2)CC(C)O1 (stereo not drawn)
entry no.	33	34	35	36	37	38	39	40
A549 tox	1%	0%	-7%	3%	-6%	-7%	-1%	?
TGFb SMAD3 inh	7.9µM*	?	-1%	?	-10%	-2%	-27%	?
Mm-Cpn inhibitor	1%	1%	-1%	.	0%	-4%	0%	2%
CCT chaperon mod	1.6	-6.5	-14	.	-1.5	0.5	0.9	-0.1
Abeta yeast res	23%	-20%	-7%	-3%	-8%	5%	-49%[inhibitor]	-6%
HepG2 viability	-60%	-32%	-29%	-24%	-6%	4%	-22%	-27%
Nrf2 block	8%	-5%	-8%	1%	-27%	4%	-2%	?
Nrf2 ARE act	0.0%	0.7%	-0.7%	6.2%	-0.1%	2.4%	16%	2.5%
Akt phos inh	i	i	i	.	i	i	i	i

41: CSc1cnn(Cc2ccccc2)c(=O)c1SCc1ccccc1
42: Cc1cccc(C(=O)c2c(N)sc3c2CCCC3)c1
43: O=C(NCCCN1CCCC1=O)c1cc(-c2ccc(F)cc2)nc2ccccc12
44: COc1cccc(-c2nn(-c3ccccc3)cc2CN(C)C(C)c2ccncn2)c1 (stereo not drawn)
45: OCC[C@@H]1C[C@@H](O)[C@H](O)[C@]2(Cc3ccccc3O2)O1
46: O=C(COc1nnc2ccccn12)N1CCN(S(=O)(=O)c2ccccc2)CC1
entry no.	41	42	43	44	45	46
A549 tox	24%	-8%	3%	0%	-4%	-6%
TGFb SMAD3 inh	0%	6%	1%	0%	-8%	-12%
Mm-Cpn inhibitor	-19%	1%	-3%	-3%	1%	.
CCT chaperon mod	-2.4	-1.6	-1.8	1.1	-0.5	-2.1
Abeta yeast res	-3%	-1%	5%	10%	-8%	4%
HepG2 viability	-26%	-1%	2%	3%	2%	7%
Nrf2 block	-1%	-5%	?	-5%	5%	0%
Nrf2 ARE act	3.3%	5.4%	4.3%	0.8%	-0.5%	0.0%
Akt phos inh	i	i	i	i	i	i
